High-throughput results (PubChem BioAssay)
HSF1 inhib: HSF1 inhibition; NIH3T3-HGL HSE-luciferase, MG132-induced, luminescence 8 h; active compounds read low; activity change, negative = inhibition, % at 7.5 µM (by protocol); 0.77% of 300,000 active;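 active means more than half of replicate wells show activity change below -50%, luminescence cut by over half; inconclusive means some wells, but at most half, below -50%; inactive means no replicate well below -50%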;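 further: luciferase reports HSF-1 transcriptional activity via heat shock element; 0% = median of DMSO wells and -100% = zero luminescence signal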
HSP90 refold inh: inhibitors of HSP90 luciferase refolding in rabbit reticulocyte lysate; luciferase refolding luminescence, 3 h; inhibition, % at 5.6 µM; 0.91% of 290,000 active; AID 1789;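 active means inhibition above the screen-wide mean plus 3 SD, computed separately per campaign, cut at about 16% in these data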;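 further: 0% = DMSO wells and 100% = 60 µM geldanamycin wells; inhibitors lower the luminescence because luciferase stays unfolded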
PolyA inhibitor: blocks polyadenylation in yeast reporter cells | AID 1875 | S. cerevisiae SKY197-pL101 polyadenylation reporter, beta-gal luminescence; efflux-impaired pdr1/pdr3 knockout yeast; score 100 = 6 SD above DMSO | calls only at 12 µM | 0.02% of 300,000 active;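 active means lowest replicate activity score at least 50, where 100 means six control SD above control mean; inconclusive means lowest score under 50 but half or more replicates reach 50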;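 further: yeast exposed to compound for 9 h at 30 °C; higher score means more reporter readthrough which indicates perturbed polyadenylation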
HDAC3 inhib: human HDAC3 inhibition | inhibition, % at 8.3 µM | recombinant HDAC3, fluorogenic peptide/trypsin coupled, fluorescence | O15379 | AID 2718 | 0.15% of 320,000 active; in the data active means inhibition above about 26%, passing the limit was not always enough; inconclusive means no clear call, values can overlap the other calls
Target sequence (O15379 whole entry, looked up): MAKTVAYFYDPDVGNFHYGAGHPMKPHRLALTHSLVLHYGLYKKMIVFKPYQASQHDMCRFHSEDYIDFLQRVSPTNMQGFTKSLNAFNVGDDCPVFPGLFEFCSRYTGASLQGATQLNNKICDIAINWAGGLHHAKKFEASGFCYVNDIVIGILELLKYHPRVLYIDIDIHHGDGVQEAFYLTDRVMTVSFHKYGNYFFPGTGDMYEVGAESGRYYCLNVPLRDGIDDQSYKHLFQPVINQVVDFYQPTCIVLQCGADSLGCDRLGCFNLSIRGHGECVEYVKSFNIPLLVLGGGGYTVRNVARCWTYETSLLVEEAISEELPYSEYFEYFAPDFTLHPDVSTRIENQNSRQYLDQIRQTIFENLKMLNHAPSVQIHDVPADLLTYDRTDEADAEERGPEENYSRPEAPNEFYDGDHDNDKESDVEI
DYRK1A inh: blocks rat Dyrk1A kinase activity | 0.43% of 310,000 active | ADP-Glo luminescence, NFATc1 peptide | Q63470 | AID 504441 | inhibition, % at 12.5 µM; in the data active means inhibition above about 50%;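 further: plate controls were vehicle with enzyme for no effect and no enzyme for full effect; many of its hits are not listed in these tables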
Platelet DG rel: modulates dense granule release in human platelets | human platelet-rich plasma, SFLLRN dense granule ATP release, luminescence | inhibition, %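 (compounds screened at 7.5 µM in platelet-rich plasma)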 | 0.22% of 300,000 active | AID 1663;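 active means mean replicate score, as percent of positive control, at or above 50; inconclusive means mean below 50 but at least one replicate at or above 50; inactive means mean and every replicate below 50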
AI-2 QS modul: modulators of Vibrio harveyi AI-2 quorum sensing system; Vibrio harveyi JMH597 AI-2 luminescence/OD600 ratio, 9 h; active compounds read low; strain lacks LuxN and CqsS sensors; 0 = neutral-control median; activity change, % at 7.5 µM; 0.4% of 300,000 active; AID 2094; in the data active means activity change below about -75%, passing the limit was not always enough; inconclusive means no clear call, values can overlap the other calls;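 further: luminescence divided by OD600 gain over 9 h not by final OD600 alone; inactives centre near 13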
GSK3beta inhib: inhibitors of human GSK3beta kinase. GST-GSK3beta kinase, ADP-Glo luminescence, 60 min; active compounds read low. P49841. AID 2097. 0.038% of 300,000 active. activity score (negative = inhibition), % at 10 µM;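 active means more than half of replicate wells score below -50%, meaning over 50% inhibition versus plate controls; inconclusive means some replicates but at most half score below -50%; inactive means no replicate scores below -50%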;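 further: 0% = median DMSO wells and -100% = median GW8510 positive control wells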
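test system = GST-tagged human GSK3beta kinase, cell-free | reagent = 25 µM ATP with peptide substrate | dosing = one dose of 10 µM per compound | schedule = 60 min reaction, RT | detection = luminescent ADP-Glo measurement of ADP formed | control set = DMSO neutral wells and GW8510 at 20 µM as positive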
GSK3 alpha inh: human GSK-3 alpha kinase inhibition; P49840; ADP-Glo luminescence, 60 min; inhibition, % at 10 µM; 0.1% of 320,000 active; AID 2650;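 in the data active means inhibition above about 50%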;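 further: GST-tagged GSK-3 alpha with peptide substrate and 25 µM ATP; 0% = DMSO neutral wells and 100% = GW8510 positive control wells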
Target sequence (P49840 whole entry, looked up): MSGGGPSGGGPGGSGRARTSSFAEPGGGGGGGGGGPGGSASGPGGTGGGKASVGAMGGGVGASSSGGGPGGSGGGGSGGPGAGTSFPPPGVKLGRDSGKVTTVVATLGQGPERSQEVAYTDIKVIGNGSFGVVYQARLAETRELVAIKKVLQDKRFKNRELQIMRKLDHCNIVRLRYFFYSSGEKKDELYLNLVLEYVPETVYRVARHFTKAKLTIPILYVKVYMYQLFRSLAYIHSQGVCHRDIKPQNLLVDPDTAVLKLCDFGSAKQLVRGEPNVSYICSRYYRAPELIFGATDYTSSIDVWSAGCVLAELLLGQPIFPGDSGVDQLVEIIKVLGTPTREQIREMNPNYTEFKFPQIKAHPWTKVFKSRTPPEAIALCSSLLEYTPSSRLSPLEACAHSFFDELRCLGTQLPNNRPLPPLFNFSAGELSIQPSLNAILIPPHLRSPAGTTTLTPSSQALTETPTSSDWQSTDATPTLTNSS
HSF1 activator: increases HSF-1 driven luciferase reporter signal; NIH3T3-HGL HSF-1 luciferase reporter, MG132, 8 h; 100% = twice DMSO control signal; activation, % at 9 µM; 1.7% of 300,000 active;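 active means mean replicate activation of at least 50% with a set share of replicates each reaching 50%; inconclusive means only one of those two conditions met; inactive means mean below 50% and too few replicates reaching it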;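 further: 0% = median of the neutral control wells and 100% = twice that signal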
Numbers without * were called inactive; i = inactive; ? = inconclusive; nt = not tested or not shown. A portion of the library (hit frequency here may not be typical).

SMILES	HSF1 inhib	HSP90 refold inh	PolyA inhibitor	HDAC3 inhib	DYRK1A inh	Platelet DG rel	AI-2 QS modul	GSK3beta inhib	GSK3 alpha inh	HSF1 activator
COc1ccc(-c2nnn(CC(=O)NCCc3c[nH]c4ccccc34)n2)cc1OC	1	5	i	2	nt	1	46	-1	2	-5
COC(=O)Cc1csc(Nc2ccccc2Cl)n1	-9	5	i	1	-3	8	1	0	-3	-24
O=C(Cn1ncc(N2CCOCC2)c(Cl)c1=O)c1ccc(Cl)cc1	23	-1	i	3	-2	-2	-25	1	-1	19
NC(=O)C1(N2CCCCC2)CCN(CC(=O)Nc2ccccc2Sc2ccccc2)CC1	-4	1	i	0	0	-4	24	-2	1	5
CCOc1ccc(C(=O)N2CCc3ccccc32)cc1	14	-4	i	-4	6	1	12	0	0	30
CCCCNC(=S)NCc1ccc2[nH]c(C)cc2c1	0	5	i	-1	-9	11	7	-2	-3	2
CCCCN(CCCC)S(=O)(=O)c1ccc(NC(=O)CN2CCOCC2)cc1	-2	3	i	?	-3	0	-4	4	-3	-3
CCCCCC(=O)Nc1cccc(C2=NOC3(C2)C[C@@H](C(N)=O)N(C(=O)Cc2ccc([N+](=O)[O-])cc2)C3)c1 (stereo partly drawn)	-4	nt	i	13	-1	8	18	1	-3	-21
COc1ccc(N2CC(C(=O)N3CCN(Cc4ccc5c(c4)OCO5)CC3)CC2=O)cc1 (stereo not drawn)	-4	4	i	-2	1	-7	11	6	-3	-9
CC1(OC(=O)C2CCCC2)C(=O)C=C2C=C(c3ccsc3)N(C3CCCC3)C=C2C1=O (stereo not drawn)	-3	nt	i	3	-2	1	50	4	0	-3
O=C(c1ccc(CN2CCc3ccccc3C2)cc1)N1CCN(c2ccccc2)CC1	1	0	i	0	-3	-3	23	-1	0	-4
CCC1(CC)Cc2ccccc2-c2nc(CN3CCOCC3)[nH]c(=O)c21	6	1	i	2	-6	-14	9	-4	-1	9
O=Cc1cc2cc3c(cc2nc1Cl)OCCO3	1	6	i	-1	nt	6	18	2	-2	-8
COc1ccccc1CN1CC(C(=O)NCc2ccc(SC)cc2)CCC1=O (stereo not drawn)	12	2	i	nt	-2	-1	13	0	nt	9
CC(CCc1ccccc1)NC(=O)c1ccccc1C(=O)O (stereo not drawn)	-2	-2	i	7	nt	-5	15	1	-4	1
CCCn1c(O)c(C=Nc2ccccc2)sc1=S	26	-1	i	-3	1	-2	9	4	-3	15
CC(C)OCCCNc1ncnc2c1cnn2-c1ccccc1	18	6	i	-8	-1	5	27	-8	5	44
O=C(NCc1ccc2c(c1)OCO2)c1sccc1Br	8	1	i	4	nt	-2	7	-1	6	6
Cc1ccc(O)c(CNc2ccc(S(=O)(=O)Nc3nccs3)cc2)c1	7	-1	i	nt	-8	-2	-89*	1	0	9
O=C(CCn1cnc2ccccc2c1=O)Nc1ccc2c(c1)OCCO2	6	2	i	1	-1	-5	30	-25	-3	4
CN1CCn2c1nc(N1CCOCC1)nc2=O	-5	1	i	-3	-6	13	15	0	-4	1
COc1ccc(CN(C(=O)c2cc(=O)c3ccccc3o2)C2CCS(=O)(=O)C2)cc1 (stereo not drawn)	-6	6	i	nt	8	1	23	-4	nt	-11
CN(C)c1ccc(C(C(=O)NC2CCCCC2)N(Cc2ccco2)C(=O)c2snc(C(N)=O)c2N)cc1 (stereo not drawn)	4	0	i	-1	2	1	18	6	-1	38
Cc1cc(-c2csc(N)n2)c(C)n1Cc1ccccc1	-2	1	i	?	0	1	10	1	-1	-10
Cc1ccc(S(=O)(=O)N(CC(=O)N(C)C)c2cccc([N+](=O)[O-])c2)cc1	4	-2	nt	-11	-3	1	13	-3	-4	11
Cc1cc(C)n(-c2nc3sc4c(c3c3nnc(SC(C)C)n23)CC(C)(C)OC4)n1	nt	2	nt	-3	5	nt	nt	nt	-1	nt
COC(OC)c1ccc(C#N)c(SCc2ccccc2)n1	nt	-3	i	-1	-2	nt	-5	1	3	nt
Cc1cccc(C2CC(c3ccccc3)Nc3nc(N)nn32)c1 (stereo not drawn)	-1	1	i	-2	3	2	11	1	-1	-6
O=C(O)CC1(CC(=O)NCc2ccc(C(F)(F)F)cc2)CCCCC1	2	3	i	3	-3	-1	23	4	-1	13
CC(C)n1c(NCc2ccc(Cl)cc2)nc2ccccc21	22	2	i	0	-1	-4	8	0	4	10
Cc1ccc(Oc2ncc(-c3ccc(Cl)cc3)cn2)cc1	2	1	i	8	6	2	18	-1	-1	0
Cc1ccc(C)c(N(CC(=O)NCCc2ccccc2)C(=O)CCC(=O)Nc2ccccn2)c1	-4	-2	i	8	1	3	13	-1	-1	10
COc1ccc(C(C)=O)cc1CSc1nc2ccccc2o1	2	3	i	10	6	0	24	1	nt	-13
O=C(Nc1ccnn1C1CCN(C2CCC2)CC1)c1ccccc1Cl	-13	-3	i	0	-6	10	16	1	5	-4
Cc1oc(-c2ccccc2F)nc1CS(=O)(=O)CC(=O)NCCCN(C)C1CCCCC1	-4	-2	i	-6	-2	1	13	1	0	1
COc1ccc(CN(C)Cc2c(O)ccc3cc(Br)ccc23)cc1OC	87	-4	i	1	3	-1	nt	nt	20	114*
Cc1nn(CC(O)Cn2cnc3c2c(=O)n(C)c(=O)n3C)c(C)c1Br (stereo not drawn)	-18	1	i	-6	1	0	10	0	0	-43
Cc1nc2ccccc2c(=O)n1NC(=O)COc1ccccc1	0	-2	i	-19	nt	-2	15	4	-4	11
CCOC(=O)c1cc(-c2ccc(OC)cc2)nn1-c1ccccc1C(=O)O	-5	-1	i	-4	7	-13	3	2	-3	-1
Clc1ccc(Oc2nnnn2-c2ccccc2)cc1	9	2	i	8	2	-1	-2	1	-6	4
CCn1c(NCc2ccc3c(c2)OCO3)nc2ccccc21	8	-2	i	13	1	-4	-2	-3	-2	20
COC(=O)CN(C(=O)CSc1nnc(-c2cccc(OC)c2)o1)c1ccc(OC)cc1	-6	-3	i	3	-4	1	10	4	1	-4
COc1cc(C(F)(F)F)c(C(=O)N(C)c2ccc(Cl)cc2)cn1	-2	10	i	10	-31	-2	16	1	-3	3
Cc1ccc(-c2ccc(CCC(=O)O)o2)cc1	14	2	i	7	-7	-3	18	3	2	15
O=C(CSc1n[nH]c(-c2ccccn2)n1)Nc1ccc(Cl)cc1	2	1	i	1	3	1	22	2	-1	39
CC1=NN(c2ccc(Cl)cc2)C(=O)C1C(c1cccc(O)c1)c1c(C)[nH]n(-c2ccc(Cl)cc2)c1=O (stereo not drawn)	-3	11	i	2	0	-1	48	3	-2	-11
O=C(Nc1ccc2c(c1)OCCO2)C1CCN(S(=O)(=O)c2ccccc2)CC1	16	3	i	9	-1	-10	37	0	0	25
CSc1ccc(/C=C(\NC(=O)c2ccccc2)C(=O)NN)cc1	7	0	i	0	1	-3	29	0	-4	25
CC1=C(C)C(=O)N(c2ccccn2)C1=O	5	3	i	0	-10	6	23	-7	-1	6
COc1ccc(NC(=O)c2ccccc2O)c(OC)c1	23	-2	i	7	2	0	-8	-1	-1	38
C/C(=C\C(=O)Nc1cscc1C)C(=O)O	30	-2	i	nt	7	4	11	1	-3	74*
CCCn1c(SCC(=O)NC2CCCCC2)nnc1C1CC1	-3	1	i	-3	-2	8	17	0	0	2
CN(C)CCOC(=O)NCC12CC3CC(CC(C3)C1)C2	-9	-1	i	1	-8	0	23	3	-1	-8
O=C(CCCN1C(=O)S/C(=C\C=C\c2ccccc2)C1=O)Nc1ccc(O)cc1	54	-2	i	-1	1	-3	16	4	0	?
O=C(N/N=C1\CCCc2ccccc21)c1ccc([N+](=O)[O-])cc1	-3	-2	i	-1	-2	6	19	-1	1	-2
CCSc1nnc(N)s1	5	-1	i	9	2	-11	10	-1	-3	1
ClCc1nnc(-c2ccccc2)o1	-1	-1	i	-6	-1	-2	51	1	-4	11
CCCCNC(=O)OCC(CC)NC(=O)OCC(C)C (stereo not drawn)	-8	-2	i	0	-3	-1	15	1	-3	4
O=C(NN1C(=O)/C(=C/c2ccc(O)c([N+](=O)[O-])c2)SC1=S)c1ccccc1Cl	-6	-3	nt	14	74*	4	87	1	-6	2
O=C(NCc1ccco1)c1cc2n(n1)C(C(F)(F)F)CC(c1ccc(Cl)c(Cl)c1)N2 (stereo not drawn)	4	6	i	-3	1	-1	6	0	0	5
Next section:
SMILES	HSF1 inhib	HSP90 refold inh	PolyA inhibitor	HDAC3 inhib	DYRK1A inh	Platelet DG rel	AI-2 QS modul	GSK3beta inhib	GSK3 alpha inh	HSF1 activator
O=C(c1ccccc1F)N(Cc1nc2ccccc2c(=O)[nH]1)C1CCCC1	5	3	i	-3	16	-2	-15	0	2	12
c1sc2[n+](c1C13CC4CC(CC(C4)C1)C3)CCS2	-14	-6	i	-2	-2	11	9	-2	2	-11
Cn1c(=O)cc(N)n(-c2ccccc2)c1=O	3	4	i	-3	-1	-7	17	-3	0	-15
CCC(C(=O)Nc1ccc(OC)c(Cl)c1)c1ccccc1 (stereo not drawn)	1	0	i	nt	6	-4	31	3	nt	9
Cc1[nH]cnc1C(=O)N/N=C/c1c(Cl)cccc1Cl	1	5	i	5	28	72*	14	-29	33	16
N#CC1=C(N)Oc2n[nH]c(-c3cccs3)c2C1c1ccco1 (stereo not drawn)	-2	10	i	-6	13	2	19	-11	23	18
COc1ccc(C(=O)N=c2c(C#N)cc3c(=O)n4cccc(C)c4nc3n2Cc2ccco2)cc1	6	4	i	nt	nt	3	22	3	nt	8
CCOc1cccc(C(=O)Nc2ccccc2C(=O)N2CCN(C)CC2)c1	4	0	i	1	4	-8	-28	1	0	11
Cc1cccc(C)c1NC(=O)CSc1nc(COc2ccccc2)nc2ccccc12	5	-1	i	-4	-2	13	14	-3	-1	8
CCOC(=O)C1=C(O)/C(=C/c2ccc(CNC(=O)C(=O)Nc3ccc(C)cc3)o2)N=C1C	-4	0	i	5	0	9	22	-1	-1	-18
O=C(CSc1nnc(CNC(=O)c2ccccc2F)o1)Nc1ccc2c(c1)OCO2	-10	-2	i	-2	2	1	7	1	0	8
CCC(c1nnnn1Cc1ccco1)N1CCN(C(=O)c2ccco2)CC1 (stereo not drawn)	0	3	i	-3	0	-3	24	2	1	11
O=C(OCc1nc2ccsc2c(=O)[nH]1)c1cccc(S(=O)(=O)N2CCOCC2)c1	4	nt	i	0	3	5	22	1	1	-9
CCCSc1nnc2n(C)c(=O)c3c4c(sc3n12)CCC4	7	7	i	-3	-4	5	6	3	1	11

Shown as a hit in Platelet DG rel, of those listed so far:
SMILES	HSF1 inhib	HSP90 refold inh	PolyA inhibitor	HDAC3 inhib	DYRK1A inh	Platelet DG rel	AI-2 QS modul	GSK3beta inhib	GSK3 alpha inh	HSF1 activator
Cc1[nH]cnc1C(=O)N/N=C/c1c(Cl)cccc1Cl	1	5	i	5	28	72*	14	-29	33	16
